# Screening data (PubChem)
# Thrombin inh: inhibitors of human thrombin | P00734 | alpha-thrombin, Boc-VPR-AMC fluorogenic substrate cleavage | inhibition, % at 5 µM | hit rate 0.26% among 220,000;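 active = inhibition at or above 40%; inactive = inhibition below 40%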;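 note: 0% = enzyme with no compound and 100% = wells without enzyme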
#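 System – human alpha-thrombin · Medium – pH 7.5 Tris (50 mM) with NaCl 150 mM, Tween 20 0.05% · Compound – single-point dosing at 5 µM, 0.2% DMSO · Incubation – enzyme reaction carried out at room temperature · Technique – fluorescence of released AMC, ex 355 nm, em 460 nm · Read-out basis – % inhibition of thrombin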
# Wee1 degr inh: blocks degradation of human Wee1 kinase. hit rate 1.2% among 220,000. P30291. reporter increase, % at 5 µM. HeLa Luc-Wee1K328M stability, luciferase luminescence; 100% = proteasome inhibitor MG132 effect;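 active = activation above the mean of all tested compounds plus 3 SD, set per screening run, cut at about 8.8% in these data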;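 note: cells exposed to compound for 20 h before luminescence read; 0% = DMSO alone and 100% = MG132 at 30 µM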
# FXIIa inh: inhibitors of human coagulation factor XIIa. inhibition, % at 5 µM. hit rate 0.3% among 220,000. AID 800. purified FXIIa, Boc-QGR-AMC fluorogenic substrate, 2 h; in the data active = inhibition above about 40%;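 note: 0% = enzyme with no compound and 100% = blank without enzyme; many of its hits are not listed in these tables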
# PERK inh: inhibitors of human PERK kinase; CHO PERK-DD fusion, SEAP luminescence translation reporter; inhibition, % at 5.6 µM; hit rate 0.17% among 220,000; AID 1416;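 active = inhibition above the mean inhibition of all tested compounds plus 3 SD, set separately per screening campaign, cut at about 2.9% in these data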;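 note: PERK kinase domain activated by AP20187 dimerizer at 100 nM; 0% = DMSO with dimerizer and 100% = rapamycin at 8.4 µM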
# hK5 inh: inhibitors of human kallikrein 5. recombinant hK5, fluorogenic AMC substrate cleavage. AID 873. hit rate 0.59% among 210,000. inhibition, % at 5 µM;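 active = inhibition of 40% or more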;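 note: 0% = enzyme controls without compound and 100% = no-enzyme blanks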
# KCC2 mod: KCC2 (human) Cl- transport modulation | AID 1456 | KCC2 cells, thallium flux FluoZin-2 fluorescence | B-score of Tl+ flux slope (higher = more flux/activation; lower = inhibition) at 10 µM | Q9H2X9 | hit rate 2.2% among 190,000;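 active = thallium flux slope and its plate-corrected score both differing from the plate sample mean at a set confidence after two filtering rounds, in either direction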;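 note: slope of fluorescence scaled to starting intensity during 10 to 20 s after thallium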
# Target sequence (Q9H2X9 whole entry, looked up): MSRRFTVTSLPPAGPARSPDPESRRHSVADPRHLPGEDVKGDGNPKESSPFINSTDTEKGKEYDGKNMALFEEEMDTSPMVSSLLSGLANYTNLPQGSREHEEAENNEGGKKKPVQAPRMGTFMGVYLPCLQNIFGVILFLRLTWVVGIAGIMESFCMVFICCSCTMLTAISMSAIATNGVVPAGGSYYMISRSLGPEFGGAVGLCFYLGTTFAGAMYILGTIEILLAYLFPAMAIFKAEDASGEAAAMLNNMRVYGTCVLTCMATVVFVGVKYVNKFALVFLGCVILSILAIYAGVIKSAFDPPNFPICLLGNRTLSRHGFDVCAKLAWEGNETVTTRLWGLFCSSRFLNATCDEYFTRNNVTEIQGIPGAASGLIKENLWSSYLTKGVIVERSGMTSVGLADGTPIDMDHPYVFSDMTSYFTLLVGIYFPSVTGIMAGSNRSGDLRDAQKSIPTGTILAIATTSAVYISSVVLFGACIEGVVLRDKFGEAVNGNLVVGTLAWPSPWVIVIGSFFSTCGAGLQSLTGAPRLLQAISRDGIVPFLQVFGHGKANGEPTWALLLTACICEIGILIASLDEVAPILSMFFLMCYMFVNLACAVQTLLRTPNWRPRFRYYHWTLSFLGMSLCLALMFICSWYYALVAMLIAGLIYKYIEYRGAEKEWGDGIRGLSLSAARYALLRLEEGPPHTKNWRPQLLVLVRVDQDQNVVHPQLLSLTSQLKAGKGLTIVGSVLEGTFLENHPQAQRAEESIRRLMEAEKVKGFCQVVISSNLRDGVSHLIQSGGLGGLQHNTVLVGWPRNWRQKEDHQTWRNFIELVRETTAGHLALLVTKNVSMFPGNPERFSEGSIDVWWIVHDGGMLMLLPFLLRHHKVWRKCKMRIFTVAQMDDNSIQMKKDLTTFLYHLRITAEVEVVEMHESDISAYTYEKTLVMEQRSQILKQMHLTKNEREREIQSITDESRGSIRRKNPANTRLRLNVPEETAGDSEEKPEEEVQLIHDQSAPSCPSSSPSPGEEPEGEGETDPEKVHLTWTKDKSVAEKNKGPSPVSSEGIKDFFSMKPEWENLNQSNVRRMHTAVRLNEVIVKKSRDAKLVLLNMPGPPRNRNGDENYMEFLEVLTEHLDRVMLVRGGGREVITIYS
# FXIa inh 1536: blocks human coagulation factor XIa protease activity. P03951. inhibition, % at 5 µM. hit rate 0.14% among 220,000. purified FXIa, Boc-Glu-Ala-Arg-AMC fluorogenic substrate. AID 798;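 active = inhibition of at least 40%; inactive = inhibition below 40%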;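 note: fluorescence of freed AMC excited at 355 nm; 0% = enzyme without compound and 100% = no enzyme blank; many of its hits are not listed in these tables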
# p97 inhibitor: blocks human p97 ATPase activity; P55072; recombinant p97 ATPase, Kinase-Glo ATP luminescence, 3 h; inhibition, % at 8 µM; hit rate 0.42% among 220,000; AID 1481; in the data active = inhibition above about 15%;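 note: 0% = DMSO vehicle and 100% = wells lacking enzyme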
# Furin inhibitor: inhibitors of human furin; purified furin, fluorogenic substrate cleavage; inhibition, % at 30 µM; hit rate 0.061% among 220,000; in the data active = inhibition above about 25%; note: inactives centre near -15
# * = called active by the depositor; nt = no result given; [ ] = dose if it differs, or a comment.
Thrombin inh	Wee1 degr inh	FXIIa inh	PERK inh	hK5 inh	KCC2 mod	FXIa inh 1536	p97 inhibitor	Furin inhibitor	compound
2	-1	-7	1.4	0	nt	-3	6	-10	COC(=O)c1cccc(NC(=O)C(C)N2C(=O)c3ccccc3C2=O)c1 (stereo not drawn)
-2	-2	11	0.3	1	-0.63	5	-3	-17	O=C1COc2ccc(C(=O)COC(=O)CNC(=O)c3ccccc3)cc2N1
-4	4	17	-1.5	-16	-0.35	3	-5	-16	O=C1C2ON(c3ccccc3)C(c3cccnc3)C2C(=O)N1Cc1ccccc1 (stereo not drawn)
-2	2	5	0.5	1	-0.25	1	-2	-12	CC(=O)Nc1ccc(S(=O)(=O)Oc2ccccc2N2CCCCC2)cc1
-1	0	11	-0.1	-28	-2.8	2	-2	-17[20 µM]	N[C@@H](Cc1ccccc1)c1nnc(SCc2ccccc2Cl)o1
-4	2	1	0.1	-4	0.37	3	1	-20	O=C(NNC(=O)c1cccs1)c1ccc(Cl)c(Cl)c1
2	-1	3	1.1	2	1.3	0	6	-8[20 µM]	CC(=O)/C=N/Nc1ccccc1
-1	0	15	-2.2	-12	0.59	0	0	-7	CCC(=O)N(Cc1cc2c(C)cc(C)cc2[nH]c1=O)C1CCCCC1
-4	4	3	1.6	1	-0.0088	-1	4	-34	CCc1nnc(NC(=O)C2CCC(CNc3c(N4CCC(C)CC4)c(=O)c3=O)CC2)s1 (stereo not drawn)
-4	2	-11	1.2	-16	0.57	0	5	-15[20 µM]	Cc1cc(NS(=O)(=O)c2ccc(NC(=O)c3cc4ccccc4o3)cc2)no1
11	-1	-4	0.5	-6	0.015	-5	1	-18	CCCC(=O)NNC(=O)c1c(O)c2ccccc2[nH]c1=O
-4	0	7	0.8	1	0.5	-25	2	-38	O=C(OCc1nc2ccccc2c(=O)[nH]1)c1cccs1
2	1	17	-0.1	-3	0.47	8	3	-18[20 µM]	Cn1cc(S(=O)(=O)CC(=O)Nc2ccc3c(c2)OCCO3)c2ccccc21
-5	5	10	0.7	0	nt	2	7	-17	COc1ccc(N(C)C(=O)c2ccc3c(c2)nnn3C)cc1
-2	-3	3	0.0	-8	1.3	-4	2	-15[20 µM]	Cc1nn(-c2ccccc2)c(Cl)c1C1C(C#N)=C(N)Oc2c1c(C)nn2-c1ccccc1 (stereo not drawn)
-9	-2	-4	0.4	-18	0.87	-3	2	-26	c1ccc2c(CN3CCOCC3)csc2c1
-1	-2	8	-1.1	1	-0.23	2	5	-17	O=C(Nc1ccc(F)cc1)N1CCCN(c2nccc(C(F)(F)F)n2)CC1
-4	0	9	-0.5	-8	-0.48	4	2	-7[20 µM]	CC1=C(C(=O)Nc2ccc(C)cc2)C(c2ccco2)NC(=O)N1 (stereo not drawn)
-17	1	-1	0.3	-17	4.3*	2	1	-7	Cc1ccc2c(c1)c(N=NC(N)=S)c(O)n2Cc1ccccc1
8	-2	15	0.4	1	-0.082	4	2	-17[20 µM]	Cc1cc(C)nc(CC(N)=O)n1
-10	1	8	-0.5	5	0.72	1	-1	-16	CCN(CC)CCC/C(=N\O)C(O)(c1ccccc1)c1ccccc1
-4	13*	14	0.9	-11	0.48	8	-2	10	Cc1ccc(/C=N/NC(=O)c2ccncc2)o1
0	4	-1	1.7	-15	nt	4	4	-21	CS(=O)(=O)N1CCCC(C(=O)NCCCN2CCN(Cc3ccccc3)CC2)C1 (stereo not drawn)
-6	-1	6	0.3	-2	-0.59	1	5	-28	CCOc1ccc(S(=O)(=O)N(C)c2ccc(OCC(=O)NC3=NCCS3)cc2)cc1
-3	0	9	-0.5	17	-0.00041	-3	2	-11	CNCCCOc1ccc(C)cc1OC
nt	-1	nt	1.6	nt	0.59	nt	4	nt	O=C(O)C(O)c1ccccc1 (stereo not drawn)
3	0	9	0.8	1	-0.44	1	3	13	O=C(N/N=C/c1ccco1)c1ccc(C(=O)N/N=C/c2ccco2)o1
1	6	12	-0.3	-7	0.33	8	3	-7	N/C(=N\OC(=O)Cc1cccs1)c1ccc(Br)cc1
5	-2	19	-1.1	-4	nt	10	1	-7	Cc1ccc(S(=O)(=O)c2nc(NCCCn3ccnc3)sc2Cl)cc1
-8	1	4	-0.2	-2	0.6	-5	-1	-26	O=C(CC(c1ccccc1)c1ccco1)N1CCCCC1 (stereo not drawn)

# Four compounds from above, sorted by the value under KCC2 mod, smallest number first.
Thrombin inh	Wee1 degr inh	FXIIa inh	PERK inh	hK5 inh	KCC2 mod	FXIa inh 1536	p97 inhibitor	Furin inhibitor	compound
-4	0	9	-0.5	-8	-0.48	4	2	-7[20 µM]	CC1=C(C(=O)Nc2ccc(C)cc2)C(c2ccco2)NC(=O)N1 (stereo not drawn)
3	0	9	0.8	1	-0.44	1	3	13	O=C(N/N=C/c1ccco1)c1ccc(C(=O)N/N=C/c2ccco2)o1
1	6	12	-0.3	-7	0.33	8	3	-7	N/C(=N\OC(=O)Cc1cccs1)c1ccc(Br)cc1
nt	-1	nt	1.6	nt	0.59	nt	4	nt	O=C(O)C(O)c1ccccc1 (stereo not drawn)

# Some of these compounds in order of SMILES length, smallest number first:
Thrombin inh	Wee1 degr inh	FXIIa inh	PERK inh	hK5 inh	KCC2 mod	FXIa inh 1536	p97 inhibitor	Furin inhibitor	compound
-4	2	1	0.1	-4	0.37	3	1	-20	O=C(NNC(=O)c1cccs1)c1ccc(Cl)c(Cl)c1
11	-1	-4	0.5	-6	0.015	-5	1	-18	CCCC(=O)NNC(=O)c1c(O)c2ccccc2[nH]c1=O
-4	4	17	-1.5	-16	-0.35	3	-5	-16	O=C1C2ON(c3ccccc3)C(c3cccnc3)C2C(=O)N1Cc1ccccc1 (stereo not drawn)
0	4	-1	1.7	-15	nt	4	4	-21	CS(=O)(=O)N1CCCC(C(=O)NCCCN2CCN(Cc3ccccc3)CC2)C1 (stereo not drawn)

# Full records from above:
# O=C1C2ON(c3ccccc3)C(c3cccnc3)C2C(=O)N1Cc1ccccc1 (stereo not drawn) across the screens: Thrombin inh = -4; Wee1 degr inh = 4; FXIIa inh = 17; PERK inh = -1.5; hK5 inh = -16; KCC2 mod = -0.35; FXIa inh 1536 = 3; p97 inhibitor = -5; Furin inhibitor = -16
# N/C(=N\OC(=O)Cc1cccs1)c1ccc(Br)cc1 across the screens: Thrombin inh = 1; Wee1 degr inh = 6; FXIIa inh = 12; PERK inh = -0.3; hK5 inh = -7; KCC2 mod = 0.33; FXIa inh 1536 = 8; p97 inhibitor = 3; Furin inhibitor = -7

# The listing continues:
Thrombin inh	Wee1 degr inh	FXIIa inh	PERK inh	hK5 inh	KCC2 mod	FXIa inh 1536	p97 inhibitor	Furin inhibitor	compound
-4	-3	6	1.2	-12	0.041	3	6	-20	O=C(N/N=C/c1ccccc1O)C1SCCCS1
4	1	19	1.1	-1	nt	24	4	-28[20 µM]	O=C(O)CCC(=O)Nc1nc2nc(-c3ccccc3)cc(-c3ccccc3)n2n1
-5	-1	5	0.0	-1	-1.8	1	1	-18	O=C(/C=C/c1cn(-c2ccccc2)nc1-c1cccnc1)N1CCCCC1
4	0	13	1.3	-8	nt	7	3	-8[20 µM]	CCC(C)(C)n1nnnc1C(c1cc(OC)ccc1OC)N1CCC(C(N)=O)CC1 (stereo not drawn)
-11	-1	10	-0.3	-10	nt	-6	1	-22	CC(=O)N1CCN2C(=O)C1CCCC(=O)c1cc(C3CCCCC3)ccc12 (stereo not drawn)
-2	-2	8	0.3	-12	1.1	-2	4	-1[20 µM]	CCCNC(=O)C1CCN(S(=O)(=O)c2ccc(Br)cc2)CC1
-2	0	9	-0.2	-10	74*	5	-1	-19	C=CCN(CC=C)C(=S)NC(=O)/C=C/c1ccc(OC)cc1
-1	-1	13	0.1	-4	nt	6	-6	-9	COc1cc2c(cc1OC)C1=C(C#N)CC/C(=N\S(=O)(=O)c3ccccc3)N1CC2
-1	2	3	0.6	-5	-0.11	-6	-7	-9	Clc1cccc(N2CCN(Cc3nc(-c4ccccc4)no3)CC2)c1
1	4	13	-0.4	0	-5.3*	6	8	-14	Cn1c(SCC(=O)c2cc(Cl)c(Cl)s2)nnc1-c1ccco1
-7	2	6	0.3	-29	-1.8	-3	-1	-23	COC(CN(C(=O)CCl)C(C(=O)NC1CCCCC1)c1ccc(Cl)cc1)OC (stereo not drawn)
2	0	12	0.1	5	-1.5	6	5	-17	CCC(C)n1c(=O)c(C(=O)Nc2ccccc2S(N)(=O)=O)c(O)c2ccccc21 (stereo not drawn)
0	-4	16	-0.6	-21	1.9	5	-3	-5	Cc1ccc(N(C(=O)c2ccc(S(=O)(=O)N3CCOCC3)cc2)C2C=CS(=O)(=O)C2)cc1 (stereo not drawn)
4	-1	14	0.8	-4	nt	8	3	-21[20 µM]	Cc1cc(NC(=O)C2C3C=CC(C3)C2C(=O)O)no1 (stereo not drawn)
1	4	3	0.8	-1	-0.21	-2	-2	-15	CCOc1cc(/C=C2\SC(=Nc3ccc(F)cc3)N(c3ccc(F)cc3)C2=O)ccc1OCC(=O)O
1	7	20	-0.8	-16	-0.39	3	1	-14[20 µM]	Cc1ccnc(NC(=O)c2ccc(NC(=O)c3ccco3)cc2)c1
3	0	11	-0.5	-9	-0.86	3	6	-34	Cc1c(C(=O)N2CCN(Cc3ccc4c(c3)OCO4)CC2)cccc1[N+](=O)[O-]
-12	2	-1	-0.1	-4	26*	-4	3	-12	Cc1ccc(-n2cc(-c3ccc([N+](=O)[O-])cc3)[nH]c2=S)c(C)c1
2	1	15	-0.3	-5	nt	-3	-12	-9[20 µM]	O=C(CN1CCN(c2cccc(C(F)(F)F)c2)CC1)Nc1cccc(C(F)(F)F)c1
-8	-1	-8	2.7	-15	nt	-7	4	-25[20 µM]	O=c1ccccn1Cc1c(F)cccc1Cl
4	-1	5	-0.4	-17	-0.47	5	-1	-14[20 µM]	O=C(Nc1cnn(Cc2ccc(Cl)cc2)c1)C1CCCC1
0	-2	4	0.9	-4	-0.3	-2	3	1	O=[N+]([O-])c1ccc(Nc2nc(NCCO)nc(N3CCCC3)n2)cc1
-7	0	12	-1.1	-13	1.3	3	-5	-12	Cc1ccccc1N1C(=O)C(Oc2ccc(Cl)cc2)C1CNC(C)(C)C (stereo not drawn)
1	2	1	-0.3	-1	-2.4	-5	-6	-6	Fc1ccccc1CCNc1c2c(nc3ncnn13)CCCC2
20	-1	15	0.3	27	1.2	15	-1	-15[20 µM]	Cc1ccccc1C(=O)NNC(=O)c1ccc(F)cc1
-5	5	5	0.1	-4	0.51	-6	2	-12	CCc1ccccc1Nc1nc(N)nc(CSc2nnc3ccccn23)n1
-9	-1	8	1.1	7	0.99	-1	3	-27	Cc1nc(N2CCC(C)CC2)c2c(C)c(C(=O)Nc3cc(F)ccc3C)sc2n1
4	1	17	0.7	4	0.21	7	1	2[20 µM]	Cc1ccccc1NC(=O)Nc1cc(S(N)(=O)=O)ccc1C
-9	3	-3	0.4	14	0.4	-10	-4	-1	CCCc1cc(C(=O)Nc2sc(C)c(C)c2C(=O)OCC)no1
1	0	14	-0.6	2	nt	1	3	-16	COCC(=O)NC1CC2CCCC(C1)N2Cc1ccccc1 (stereo not drawn)
-9	-2	-4	0.1	-15	0.089	-6	-4	-4	O=C(CCNC(=O)c1ccccc1Cl)Nc1cccc(C(F)(F)F)c1
-5	1	11	-0.7	13	0.1	1	-3	-17	O=C(CN1CCN(CCC(=O)Nc2ccccc2F)CC1)Nc1ccc(F)cc1
